AddAB inh: less growth of phage-infected E. coli with AddAB | E. coli expressing H. pylori AddAB, absorbance growth | inhibition, % at 11.9 µM | 330,000 tested, 0.29% active | AID 435030; in the data active = inhibition above about 12%;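 also: 0% = vehicle wells of infected cells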
SR-BI DiI-HDL act: enhances SR-BI lipid uptake from DiI-HDL; CHO ldlA[mSR-BI] cells, DiI-HDL uptake fluorescence, 3 h; 100 = double the neutral-control signal; activation, % at 12.5 µM; 320,000 tested, 0.096% active;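 active = mean replicate activation of at least 60% and every replicate at or above 60%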;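 also: 0% = median plate neutral-control signal and 100% = twice that signal; values of inactives mirror those of a sister screen read the other way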
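Assay system: LDL receptor-deficient CHO ldlA cells overexpressing murine SR-BI / Medium: BSA-supplemented, HEPES-buffered Ham's F12, pH 7.4 / Probe or stimulus: DiI-labelled HDL at 10 µg/mL final / Timing: compound with DiI-HDL co-incubation, 3 h at 37 °C / Technique: bottom-read cell fluorescence after medium removal, ex 550/em 595 nm / Measure: HDL uptake via cellular fluorescence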
MITF TRPM1 HTS: activators of MITF-driven TRPM1 promoter activity in SK-MEL-5 cells; AID 588334; 300,000 tested, 0.75% active; activation, % at 12.5 µM; SK-MEL-5 TRPM1-promoter luciferase, 24 h; % of positive control, neutral wells = 0;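 active = mean activation of at least 80% with every replicate also reaching 80%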;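 also: 0% = neutral control wells and 100% = parthenolide positive control wells; values of inactives mirror those of a sister screen read the other way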
phage Ecoli inh: E. coli growth loss with phage present; growth absorbance; inhibition, % at 11.9 µM; 360,000 tested, 0.26% active; AID 651602; in the data active = inhibition above about 11%
SR-BI DiI inh: blocks mouse SR-BI lipid uptake from DiI-HDL; ldlA[mSR-BI] CHO cells, DiI-HDL uptake fluorescence, 3 h; inhibition, % at 12.5 µM; 320,000 tested, 0.96% active; AID 488896;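 active = mean replicate inhibition of at least 70% and a set share of replicates each scoring 70 or more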;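 also: 0% = median of neutral control wells and 100% = median of positive control wells; values of inactives mirror those of a sister screen read the other way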
Target sequence (Q61009 whole entry, looked up): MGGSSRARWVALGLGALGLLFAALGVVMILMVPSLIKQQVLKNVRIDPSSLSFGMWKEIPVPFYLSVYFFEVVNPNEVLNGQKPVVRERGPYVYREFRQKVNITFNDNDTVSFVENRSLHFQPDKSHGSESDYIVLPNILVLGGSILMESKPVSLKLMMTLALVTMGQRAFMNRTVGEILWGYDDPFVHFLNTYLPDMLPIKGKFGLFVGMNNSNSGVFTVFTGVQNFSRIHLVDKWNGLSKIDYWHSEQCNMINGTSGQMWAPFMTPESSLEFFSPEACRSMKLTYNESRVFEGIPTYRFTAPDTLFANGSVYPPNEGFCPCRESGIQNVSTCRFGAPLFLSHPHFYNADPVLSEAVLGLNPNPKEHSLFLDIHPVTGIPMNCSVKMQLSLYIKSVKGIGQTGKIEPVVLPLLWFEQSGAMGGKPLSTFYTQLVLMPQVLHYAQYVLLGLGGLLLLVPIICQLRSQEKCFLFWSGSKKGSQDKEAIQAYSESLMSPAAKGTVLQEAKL
Wnt act: activates Wnt/beta-catenin signaling in a reporter cell assay; activation, % at 9.35 µM; activator, plate reader; AID 743398; 300,000 tested, 1.2% active; in the data active = activation above about 30%, passing the limit was not always enough;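 also: 0% = neutral control wells and 100% = positive control wells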
CAL PDZ FP-1: inhibitors of human CAL PDZ peptide binding; Q9HD26; purified CAL PDZ, TMR-peptide fluorescence polarization, 1 h; inhibition, % at 24.9 µM; 300,000 tested, 0.92% active; AID 602252;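 active = mean inhibition of at least 30% with at least half of replicates also reaching 30%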;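 also: 0% = DMSO neutral control and 100% = excess unlabeled competitor peptide PRC23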
CAL PDZ FP-2: human CAL PDZ-peptide interaction inhibition | Q9HD26 | purified CAL PDZ, TMR-peptide fluorescence polarization, 1 h | inhibition, % at 20 µM | 330,000 tested, 0.02% active | AID 504414;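 active = highest replicate inhibition of at least 40%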;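 also: plate controls were DMSO neutral control wells for no effect and unlabeled competitor peptide control wells for full effect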
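Read-out basis: mP drop reported as inhibition | Assay system: Tagged CAL PDZ protein CerCALP, purified | Benchmarks: Unlabelled peptide for full inhibition, DMSO wells as neutral | Schedule: 1 h incubation at room temperature before polarization reading | Buffer or medium: Sodium phosphate/NaCl buffer pH 7.4 with TCEP, IgG, Thesit | Doses: Single point, 20 µM | Measured by: Fluorescence polarization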
Tat export inh: E. coli Tat transport inhibition; inhibition, % at 10 µM; E. coli MC4100 TorA-mCherry Tat export, fluorescence; 340,000 tested, 0.036% active;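 active = mean replicate inhibition at least 50% and at least half of replicates individually reaching 50%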;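 also: exported cargo escapes ClpAP degradation while cytoplasmic cargo is degraded and loses fluorescence; 0% = median of neutral control wells and 100% = median of NaSCN control wells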
E coli growth: reduces bacterial viability in AddAB counter-screen; AID 449728; inhibition, % at 11.9 µM; E. coli V3065 growth, OD600 absorbance, 18 h; 330,000 tested, 0.27% active;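 active = inhibition above the campaign's mean inhibition across all tested compounds plus 3 SD, cut at about 9.9% in these data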;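 also: uninfected addAB+ strain grown without phage in ampicillin broth; 0% = DMSO wells and 100% = ciprofloxacin 0.95 µg/ml wells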
Starred values were filed as active, the others as inactive; . = not tested or not shown.

Short forms – A = AddAB inh; B = SR-BI DiI-HDL act; C = MITF TRPM1 HTS; D = phage Ecoli inh; E = SR-BI DiI inh; F = Wnt act; G = CAL PDZ FP-1; H = CAL PDZ FP-2; I = Tat export inh; J = E coli growth
> C/C=C/c1ccc(OCCn2cncn2)c(OC)c1
  A: 0.1	B: 4	C: .	D: 2.1	E: -4	F: -5	G: 2	H: -1.0	I: 0	J: -1.4
> COC(=O)C(Cc1cncn1COCc1ccccc1)NC(=O)OC(C)(C)C (centres undefined)
  A: 3.8	B: 3	C: -4	D: 2.8	E: -3	F: .	G: 2	H: 0.3	I: -16	J: 0.3
> Cc1ccc(C(=O)CCC(=O)OCC(=O)N(CC(C)C)c2c(N)n(Cc3ccccc3)c(=O)[nH]c2=O)cc1
  A: 0.8	B: -18	C: -5	D: 1.4	E: 18	F: -2	G: 0	H: -1.5	I: -2	J: -2.2
> COc1ccc2[nH]c(=O)c(CN(CCCN3CCOCC3)C(=O)NCc3ccccc3)cc2c1
  A: -0.9	B: -32	C: 0	D: 2.9	E: 32	F: .	G: -4	H: -0.8	I: 1	J: 0.2
> Cc1c(-c2nnnn2-c2ccc(F)cc2)cnc2cc3c(cc12)OCO3
  A: 2.1	B: 5	C: -7	D: -0.1	E: -5	F: -1	G: -3	H: -2.0	I: -9	J: 0.7
> C=CCSc1nc(N)cc(=O)[nH]1
  A: 2.1	B: 4	C: -10	D: -0.3	E: -4	F: 14	G: 7	H: -0.7	I: 2	J: 2.0
> CCN(c1ccc(C)cc1)S(=O)(=O)c1nnc(NC(=O)c2ccco2)s1
  A: 3.7	B: 14	C: -7	D: -0.3	E: -14	F: -3	G: 1	H: -0.8	I: -2	J: -2.2
> Cc1c(C(=O)CN2CCSCC2)c2ccccc2n1C
  A: -2.6	B: 9	C: -11	D: 0.3	E: -9	F: 3	G: -3	H: -0.8	I: -3	J: -1.4
> CC(=O)Nc1cccc(S(=O)(=O)N2CCCCCC2)c1
  A: 0.4	B: -4	C: 13	D: -0.6	E: 4	F: 0	G: 1	H: -2.0	I: -2	J: -0.7
> Clc1ccc(/C=C/c2ncc[nH]2)c(Cl)c1
  A: -0.4	B: -24	C: 74	D: 5.1	E: 24	F: 27	G: 0	H: -1.9	I: -1	J: 0.4
> O=C(CCc1nc2ccccc2c(=O)[nH]1)NCCN1C(=O)S/C(=C\c2ccccc2Cl)C1=O
  A: 1.2	B: 16	C: 26	D: 1.0	E: -16	F: 4	G: 0	H: -2.7	I: -3	J: -1.8
> Cc1cc(C(=O)N2CCCC(N3CCN(c4cccc(Cl)c4)CC3)C2)nn1C (centres undefined)
  A: 1.6	B: -17	C: 9	D: 1.0	E: 17	F: 2	G: -3	H: -0.6	I: 4	J: 2.8
> Cc1cc(C)nc(-n2nc(C)c3c(=O)[nH]c(C(F)(F)F)nc32)n1
  A: 3.9	B: 19	C: 7	D: 2.5	E: -19	F: .	G: -3	H: -1.4	I: -3	J: 0.1
> O=[N+]([O-])c1cccc(S(=O)(=O)N/N=C/c2ccc(O)cc2)c1
  A: -0.7	B: 3	C: 1	D: 0.1	E: -3	F: -2	G: -6	H: -0.3	I: 5	J: 1.3
> COc1ccc(OC)c(-n2c(CNC3CCN(Cc4ccccc4)CC3)nc3ccccc3c2=O)c1
  A: -0.2	B: 22	C: 8	D: 3.8	E: -22	F: .	G: .	H: -1.4	I: 5	J: -1.4

Eight entries from above, with tabs.
Compound	AddAB inh	SR-BI DiI-HDL act	MITF TRPM1 HTS	phage Ecoli inh	SR-BI DiI inh	Wnt act	CAL PDZ FP-1	CAL PDZ FP-2	Tat export inh	E coli growth
Cc1c(C(=O)CN2CCSCC2)c2ccccc2n1C	-2.6	9	-11	0.3	-9	3	-3	-0.8	-3	-1.4
CC(=O)Nc1cccc(S(=O)(=O)N2CCCCCC2)c1	0.4	-4	13	-0.6	4	0	1	-2.0	-2	-0.7
Clc1ccc(/C=C/c2ncc[nH]2)c(Cl)c1	-0.4	-24	74	5.1	24	27	0	-1.9	-1	0.4
O=C(CCc1nc2ccccc2c(=O)[nH]1)NCCN1C(=O)S/C(=C\c2ccccc2Cl)C1=O	1.2	16	26	1.0	-16	4	0	-2.7	-3	-1.8
Cc1cc(C(=O)N2CCCC(N3CCN(c4cccc(Cl)c4)CC3)C2)nn1C (centres undefined)	1.6	-17	9	1.0	17	2	-3	-0.6	4	2.8
Cc1cc(C)nc(-n2nc(C)c3c(=O)[nH]c(C(F)(F)F)nc32)n1	3.9	19	7	2.5	-19	.	-3	-1.4	-3	0.1
O=[N+]([O-])c1cccc(S(=O)(=O)N/N=C/c2ccc(O)cc2)c1	-0.7	3	1	0.1	-3	-2	-6	-0.3	5	1.3
COc1ccc(OC)c(-n2c(CNC3CCN(Cc4ccccc4)CC3)nc3ccccc3c2=O)c1	-0.2	22	8	3.8	-22	.	.	-1.4	5	-1.4

(listing goes on)
Short forms – A = AddAB inh; B = SR-BI DiI-HDL act; C = MITF TRPM1 HTS; D = phage Ecoli inh; E = SR-BI DiI inh; F = Wnt act; G = CAL PDZ FP-1; H = CAL PDZ FP-2; I = Tat export inh; J = E coli growth
> Cc1ccc(CNC(=O)c2c(-c3ccccc3)sc3ccccc23)o1
  A: -1.1	B: -17	C: -4	D: -0.7	E: 17	F: 0	G: 0	H: -1.0	I: 4	J: 0.2
> COc1ccc(-c2cc(C(F)F)n3ncc(C(=O)Nc4cnn(Cc5ccccc5)c4)c3n2)cc1
  A: 4.1	B: .	C: .	D: 1.8	E: .	F: 3	G: .	H: .	I: .	J: 1.1
> COc1cc(S(=O)(=O)NC(Cc2c[nH]c3ccccc23)C(=O)O)ccc1NC(C)=O (centres undefined)
  A: 2.1	B: 4	C: -1	D: 2.1	E: -4	F: -1	G: -7	H: -0.4	I: -6	J: 1.1
> CCCn1c(=O)c2ccccc2n2c(Sc3nnnn3-c3ccccc3)nnc12
  A: 0.3	B: 8	C: -8	D: 2.8	E: -8	F: .	G: -3	H: 0.6	I: 12	J: -0.8
> C=CCN=C(C)C1=C(O)CCC1=O
  A: 3.7	B: 26	C: 0	D: -0.2	E: -26	F: .	G: -3	H: -1.4	I: 2	J: 0.7
> CCOc1ccc(NC(=O)c2ccc(N3CC4CC(C3)c3cccc(=O)n3C4)c(NC(=O)c3cccnc3)c2)cc1 (centres undefined)
  A: 1.0	B: 11	C: 5	D: 1.8	E: -11	F: -3	G: -5	H: -2.7	I: -5	J: -0.6
> CCCCCCSc1ccc([C@H]2N[C@@](Cc3ccccc3)(C(=O)OC)[C@H]3C(=O)N(C)C(=O)[C@@H]23)cc1OC
  A: 1.6	B: -23	C: 1	D: 3.0	E: 23	F: -1	G: 1	H: 0.8	I: 9	J: 2.5
> O=Cc1ccc(OCC(=O)N2CCOCC2)cc1
  A: -1.5	B: 24	C: -13	D: 1.5	E: -24	F: 0	G: 16	H: 0.4	I: -4	J: 1.8
> O=C1c2ccccc2C(O)(Cc2ccccc2)N1CCCN1CCOCC1 (centres undefined)
  A: 2.0	B: 8	C: -8	D: 2.5	E: -8	F: .	G: -2	H: -2.2	I: -2	J: 1.4

Bioassay records deposited in PubChem BioAssay by several laboratories.
